ROMK primary = modulates human ROMK potassium channel activity | 130,000 tested, 2% active | B-score at 10 µM | Tet-inducible ROMK, thallium flux fluorescence; actives lie on both sides | AID 1918;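 active means signal ratio slope over the read window, or its plate-corrected B-score, at least 3 SD from the plate mean, either direction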;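 further: B-score of the F/F0 ratio slope over 7 to 12 s after thallium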
PPARg SRC-3 ag = PPARgamma-driven SRC-3 recruitment agonism; 200,000 tested, 0.26% active; activation, % at 8 µM; biochemical PPARgamma/SRC-3 coactivator recruitment assay; P37231; AID 731; in the data active means activation above about 23%;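 further: 0% = DMSO and 100% = reference agonist; some compounds past the cut are filed as inactive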
Target sequence (P37231 whole entry, looked up): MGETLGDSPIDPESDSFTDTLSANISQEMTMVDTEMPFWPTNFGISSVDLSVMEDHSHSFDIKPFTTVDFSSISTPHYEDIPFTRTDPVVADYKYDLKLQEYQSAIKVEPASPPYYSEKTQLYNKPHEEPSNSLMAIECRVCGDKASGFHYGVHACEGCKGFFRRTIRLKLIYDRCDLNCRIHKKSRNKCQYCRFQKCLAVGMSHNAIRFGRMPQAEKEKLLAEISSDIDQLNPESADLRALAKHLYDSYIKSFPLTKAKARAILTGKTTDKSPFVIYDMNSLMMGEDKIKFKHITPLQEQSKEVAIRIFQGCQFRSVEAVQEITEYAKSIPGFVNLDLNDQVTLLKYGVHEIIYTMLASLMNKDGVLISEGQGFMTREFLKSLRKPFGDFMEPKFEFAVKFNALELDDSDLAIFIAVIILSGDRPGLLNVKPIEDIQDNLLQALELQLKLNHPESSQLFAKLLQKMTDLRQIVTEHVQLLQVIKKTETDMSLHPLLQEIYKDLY
STAT1 blocker = inhibitors of IFN-gamma induced STAT1 signaling | NIH 3T3 STAT1-luciferase reporter, luminescence | 200,000 tested, 0.35% active | inhibition, % at 5.5 µM;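 active means inhibition above a set limit, the mean inhibition across all tested compounds plus 3 SD, cut at about 34% in these data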;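 further: 0% = IFN-gamma with DMSO and 100% = IFN-gamma with 300 µM nifuroxazide; values of inactives mirror those of a sister screen read the other way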
SRC2 TRFRET art = counter-screen for PPARgamma SRC-2 recruitment agonists: TR-FRET artefact; active compounds read high; TR-FRET ratio at 8 µM; 200,000 tested, 0.4% active; in the data active means TR-FRET ratio above about 2000; further: inactives centre near 1500
PPARg SRC-1 ag = promotes SRC-1 coactivator recruitment by human PPARgamma; P37231; PPARgamma-SRC-1 coactivator recruitment biochemical assay; activation, % at 8 µM; 200,000 tested, 0.41% active; AID 631; in the data active means activation above about 19%;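 further: 0% = DMSO and 100% = reference agonist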
STAT3 blocker = STAT3 signaling inhibition | AID 862 | U3A cells, IL-6 STAT3-luciferase reporter, luminescence; host cell line lacks STAT1 | 190,000 tested, 0.89% active | inhibition, % at 5.5 µM;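 active means inhibition above the mean inhibition across all screened compounds plus 3 SD, cut at about 44% in these data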;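 further: 0% = DMSO only wells and 100% = 100 µM nifuroxazide control wells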
RAM inhibit = blocks the yeast RAM network; AID 868; S. cerevisiae dse1pr::URA3 reporter, 5-FOA growth OD615, 2 d; analog-sensitive cbk1-as2 kinase mutant strain; 190,000 tested, 1.8% active; inhibition, % at 50 µM;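 active means inhibition above a set limit, 3 SD over mean compound inhibition, cut at about 8.4% in these data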;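 further: 0% = DMSO-only wells with no growth and 100% = 10 µM 1-NA-PP1 full growth; inhibition rescues growth on 5-FOA so higher OD means more RAM inhibition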
TLR4-MyD88 BLA = blocks binding of human TLR4 to MyD88; inhibition, % at 8.4 µM; HeLa CL3-4 TLR4/MyD88 BLA complementation, FRET ratio; 200,000 tested, 0.18% active; O00206+Q99836; in the data active means inhibition above about 25%;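 further: 0% = vehicle and 100% = reference inhibitor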
STAT3 activator = activators of IL-6 induced STAT3 signaling | U3A cells, IL-6 STAT3-luciferase reporter, luminescence; 100% = signal with IL-6 EC80 alone | activation (% of control), % at 5.6 µM | 190,000 tested, 0.91% active;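 active means activation above the screen-wide mean of compound activation plus 3 SD, cut at about 130% in these data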;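 further: 0% = background luminescence of wells with medium and substrate only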
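Test system: STAT3-luciferase reporter U3A cells; Detection: reporter luminescence signal; Times: 1 h compound pre-exposure, 6 h IL-6 stimulation, 37 °C; Benchmarks: IL-6-only high control; Also added: IL-6 stimulus at 33 ng/mL final.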
PPARg SRC2 recr = promotes SRC-2 coactivator recruitment by human PPARgamma; 200,000 tested, 0.34% active; activation, % at 8 µM; PPARgamma LBD-SRC-2 recruitment, biochemical; in the data active means activation above about 22%;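 further: 0% = vehicle and 100% = reference agonist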
S1P3 antag = blocks the human S1P3 receptor | CHO S1P3 NFAT-BLA reporter, FRET fluorescence, antagonist mode | inhibition, % at 4.98 µM | 170,000 tested, 0.27% active | AID 485;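 active means inhibition above the plate cutoff, the mean inhibition of test wells on that plate plus 3 SD, cut at about 28% in these data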;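 further: cells challenged with S1P at its EC80 of 0.8 µM; blue over green emission ratio from cleaved BLA substrate after 4 h stimulation; 0% = S1P-stimulated wells and 100% = unstimulated DMSO-only wells; some compounds past the cut are filed as inactive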
Target sequence (Q99500 whole entry, looked up): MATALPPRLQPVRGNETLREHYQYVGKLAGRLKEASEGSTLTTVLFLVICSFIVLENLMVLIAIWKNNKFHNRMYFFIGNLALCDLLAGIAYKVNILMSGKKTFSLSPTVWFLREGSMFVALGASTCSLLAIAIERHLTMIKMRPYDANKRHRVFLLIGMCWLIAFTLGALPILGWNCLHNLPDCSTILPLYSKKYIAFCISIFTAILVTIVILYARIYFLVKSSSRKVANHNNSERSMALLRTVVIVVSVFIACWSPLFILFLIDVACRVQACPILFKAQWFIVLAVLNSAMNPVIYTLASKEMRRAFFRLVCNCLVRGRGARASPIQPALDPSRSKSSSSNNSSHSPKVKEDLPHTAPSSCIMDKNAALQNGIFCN
Active calls of the source: *; . = no result given; & = joins results of further samples. Random draw from the library, and some 5.6% of all compounds hit somewhere here.

Each structure is followed by: ROMK primary, PPARg SRC-3 ag, STAT1 blocker, SRC2 TRFRET art, PPARg SRC-1 ag, STAT3 blocker, RAM inhibit, TLR4-MyD88 BLA, STAT3 activator, PPARg SRC2 recr, S1P3 antag
- Cc1nnc(N(C)C(=O)Cc2ccc3c(c2)OCO3)s1
  -1.1, -11, -9, 1452, -3, -1, 1.7, -7, 105, -4, 1
- Cn1c(=O)c2c(nc(CN3CCN(C(=O)c4ccco4)CC3)n2Cc2ccc(Cl)cc2)n(C)c1=O
  ., -11, 3, 1406, -1, -1, 1.0, 5, 104, -5, -14
- Cc1ccc(S(=O)(=O)Nc2ccc(NC(=O)/C=C/C(=O)O)cc2)cc1
  -0.046, 6, 2, 1673, 12, 8, 1.0, -13, 95, 0, 8
- O=C(NCc1ccc(Cl)cc1)c1ccc(N2CCCC2=O)cc1
  0.51, -2, -8, 1554, -2, 16, -0.1, 12, 91, 2, 11
- COc1cc(C)c(Cl)cc1S(=O)(=O)NC1CC(C)(C)NC(C)(C)C1
  -6.4*, -1, 0, 1485, 1, 8, 1.8, -6, 99, 9, -2
- CN(C)c1nc(N)nc(CSc2ncc(Cl)cc2Cl)n1
  ., 2, -5, 1539, 5, 32, 1.6, 3, 78, 7, -20
- NC(=O)C1CCN(c2ncccc2[N+](=O)[O-])CC1
  1.1, 2, -5, 1386, 4, 14, -0.2, -9, 90, -4, -21
- O=C(Cn1c(=S)[nH]c2ccccc2c1=O)N1CCc2ccccc2C1
  -0.35, 12, 7, 1584, 7, -7, 7.5, -7, 111, 5, -18
- CCN(CC)c1ccc(/C=N/NC(=O)c2cccc(S(=O)(=O)Nc3ccccc3OC)c2)c(O)c1
  0.52, 4, -7, 1726, 1, 3, 4.5, 7, 97, 11, 9
- COCCNC(=O)C(c1cccs1)N(C(=O)Cn1nnc2ccccc21)c1ccccc1 (configuration not stated)
  ., -8, -6, 1538, 1, 2, 0.6, -3, 103, 1, -48
- COC(=O)C1(C)NC(=O)c2ccccc2N1 (configuration not stated)
  ., -1, -8, 1682, -1, 5, -0.2, -2, 96, 3, 23
- CCN1CCN(c2ccc(S(=O)(=O)N3CCCCC3)cc2NC(=O)c2ccc(F)cc2)CC1
  -0.79, 2, -8, 1622, 5, 3, 0.8, -26, 97, 0, 3
- NS(=O)(=O)c1ccc(NC(=S)N2CCN(Cc3ccc(Cl)c(Cl)c3)CC2)cc1
  1.1, 0, 11, 1488, 6, 23, 2.0, -7, 88, 2, 1
- COc1cc(OC)cc(-c2nnc(SCC(=O)NCc3cccs3)o2)c1
  -1.3, -1, 3, 1448, 2, -3, 4.0, 4, 100, 7, .
- COc1ccc(OC(C)C(=O)Nc2cccc([N+](=O)[O-])c2)cc1 (configuration not stated)
  -0.26, 0, 4, 1672, 8, -1, 2.0, 6, 104, 3, -10

(more compounds)
Each structure is followed by: ROMK primary, PPARg SRC-3 ag, STAT1 blocker, SRC2 TRFRET art, PPARg SRC-1 ag, STAT3 blocker, RAM inhibit, TLR4-MyD88 BLA, STAT3 activator, PPARg SRC2 recr, S1P3 antag
- O=C1CCCN1c1cc(Cl)cc(Cl)c1
  -0.53, 2, 4, 1753, 7, 11, 2.8, 12, 97, 13, -13
- COC(=O)C1=C(C(C)=O)C(c2ccc(C)cc2)n2nnnc2N1 (configuration not stated)
  -0.073, -6, 6, 1317, 2, 12, 2.1, 12, 91, 4, .
- Cc1nn(Cc2ccc(Br)cc2)c(C)c1NC(=O)c1nn(C)cc1Cl
  0.9, 2, 3, 1632, 9, 6, 0.5, 3, 97, 3, -13
- O=C(COC(=O)c1ccc[nH]c1=O)NC1CCCC1
  ., 10, 1, 1535, 4, 8, 2.5, 2, 97, 12, -24
- c1ccc(-n2nnc3c(N4CCOCC4)ncnc32)cc1
  -1.1, 7, 11, 1486, 5, 81*, 0.9, 2, 32, 1, -4
- CCc1ccc(OCC(=O)NC(=S)Nc2ccc(F)cc2)c(Br)c1
  -0.24, 5, 3, 1383, -4, 10, 6.4, 8, 95, 6, .
- CN(C(=O)COc1cc(=O)n(C)c2ccccc12)c1cccc(Cl)c1
  ., 8, 0, 1292, -8, 29, -0.5, -10, 82, -10, 0
- CC(NC(=O)CNC(=S)N(Cc1cccs1)C1CCCC1)c1ccccc1 (configuration not stated)
  0.79, 3, 4, 1574, -6, 4, 2.9, -10, 108, 3, 9
- Cn1c(=O)[nH]c(=O)c2c1nc(N1CCOCC1)n2CCN1CCOCC1
  ., 8, 6, 1551, 7, -6, 0.9, 15, 109, 2, -16
- CCCCC1CCC(C(=O)OCC(=O)Nc2ccc(S(N)(=O)=O)cc2)CC1 (configuration not stated)
  ., -1, 12, 1339, 4, -2, 3.2, -6, 101, -7, 0
- OCC1CCCN(C(=S)Nc2ccc(Oc3ccccc3)cc2)C1 (configuration not stated)
  0.52, -1, -54, 1528, 2, -6, 1.2, -11, 109, 9, 11
- CCc1ccccc1N(CC(=O)NCc1ccco1)C(=O)c1snc(C(N)=O)c1N
  ., -8, 7, 1569, -10, 6, 0.5, -1, 98, 0, 6
- O=C(C1CCCN(S(=O)(=O)c2ccc(F)cc2)C1)N1CCCC1 (configuration not stated)
  ., -6, 3, 1695, 5, 17, 0.8, -19, 94, 9, 0
- O=C(Nc1cnn(Cc2ccc(Cl)cc2)c1)C1CCCC1
  0.2, -6, 5, 1610, -2, 2, 1.3, -6, 100, -2, 8
- Clc1ccc(-c2cn3c(n2)-c2ccccc2C3)cc1Cl
  ., 3, -105, 1708, -1, -24, 2.4, 9, 115, 6, 15

The list continues.
Each structure is followed by: ROMK primary, PPARg SRC-3 ag, STAT1 blocker, SRC2 TRFRET art, PPARg SRC-1 ag, STAT3 blocker, RAM inhibit, TLR4-MyD88 BLA, STAT3 activator, PPARg SRC2 recr, S1P3 antag
- CC1=CC(C)=Nc2ccc(C)cc2N1
  0.22&0.046, 6&10, -42&-43, 1300&1572, 0&5, -3&14, 0.0&2.5, -9&-8, 110&93, -7&-2, 12
- Cc1cc2ncn(CC(C)C)c2cc1C
  -0.68, -1, 0, 1390, -3, 1, 2.9, 10, 104, 1, 5
- O=C(NNC(=O)[C@H]1CC=CC[C@H]1C(=O)O)c1ccc(Cl)cc1Cl
  1.1, 2, -4, 1473, 13, -4, 0.6, -10, 104, -4, -19
- N/C(COc1ccc(Cl)cc1Cl)=N\NS(=O)(=O)c1ccccc1
  ., 8, 0, 1352, 2, 1, -0.5, -5, 102, 5, .
- CCN1C(=O)/C(=C/N2CCc3ccccc32)SC1=S
  ., -3, -15, 1523, -5, 1, 4.6, 7, 101, -2, -23
- Cc1cc(Cl)cc(C)c1OCCCCn1ccnc1
  ., 1, 7, 1406, -2, -5, -0.6, 1, 108, -1, -5
- CC1(C)CC(=O)c2cnc(NC(=O)CSc3nc4ccccc4o3)nc2C1
  ., 2, 5, 1420, 4, -1, 6.5, 1, 104, 15, 19
- CCCCn1c(SCN2C(=O)c3ccccc3C2=O)nc2cc(S(N)(=O)=O)ccc21
  -0.51, 3, -6, 1435, -2, 3, 1.7, -11, 103, 7, -16
- O=C(O)C1CC(c2cccc(Br)c2)=NO1 (configuration not stated)
  ., 8, 1, 1357, -8, -6, 0.7, 1, 107, 2, -28
- O=C(c1cc(-c2cccc(O)c2)on1)N1CCN(C(c2ccccc2)c2ccccc2)CC1
  ., 1, 4, 1597, 8, -13, 4.9, 1, 111, 9, -34
- O=C(Cn1nc(-c2ccccc2)ccc1=O)Nc1ccc(N2CCN(C(=O)c3ccccc3)CC2)cc1
  -0.4, -2, -3, 1536, -11, -6, 2.3, -7, 109, -8, .
- Cc1cccc(OCc2nnc(SCc3nc4ccccc4c(=O)[nH]3)o2)c1
  ., 10, 7, 1572, 1, -1, 0.6, -1, 105, -4, -2
- O=C(CSc1ncccn1)N1CCc2ccccc2C1
  0.064, 4, -10, 1635, 14, 2, 2.3, 1, 100, 7, -8
- CCOC(=O)c1sc(NC(=O)/C=C/c2ccccc2)nc1C
  -0.35, 3, -3, 1543, -2, 0, 1.8, -2, 98, 10, -8
- COc1cccc(-c2cc(C(F)(F)F)n3nc(N)nc3n2)c1
  ., 0, 4, 1603, 1, 10, 2.5, 8, 94, 5, -14

(more compounds)
Each structure is followed by: ROMK primary, PPARg SRC-3 ag, STAT1 blocker, SRC2 TRFRET art, PPARg SRC-1 ag, STAT3 blocker, RAM inhibit, TLR4-MyD88 BLA, STAT3 activator, PPARg SRC2 recr, S1P3 antag
- O=C(c1ccco1)N1CCN(C(=O)C(c2ccccc2)c2ccccc2)CC1
  0.41, -1, 8, 1259, -4, 5, 1.0, 4, 97, -9, .
- COc1ccc(N=C2CC(C)(C)CC(=O)/C2=C(/O)c2ccccc2)cc1
  -0.04, 1, -5, 1817, 12, 6, 0.6, -6, 97, 10, 11
- COc1cc(NC(=O)Nc2cccc([N+](=O)[O-])c2)cc(OC)c1
  -1.2, 6, 0, 1459, -8, 26, 4.9, -11, 84, 4, 25
- Cc1ccccc1-c1nnn(CC(=O)c2ccc(S(=O)(=O)N3CCCC3)cc2)n1
  0.62, -15, 4, 1395, -3, 2, 2.4, -1, 100, -2, 15
- Cn1ncc([N+](=O)[O-])c1C(=O)N/N=C/c1ccc(F)cc1
  1.1, 4, -3, 1691, 21*, 9, 1.4, -12, 95, 8, -6
- N#C/C(=C\c1ccc(Cl)cc1)c1nc(-c2ccco2)cs1
  0.61, 2, -5, 1593, 3, 11, 8.0, 0, 91, 9, -7
- CCN(CC)S(=O)(=O)c1ccc(NC(=O)C2COc3ccccc3O2)cc1 (configuration not stated)
  ., -3, 2, 1334, -4, 14, 1.8, -8, 94, 2, 6
- O=C(O)C(Cc1ccccc1)N1C(=O)C2CCCCC2C1=O (configuration not stated)
  0.046, 7, -14, 1339, -2, -6, 1.9, 10, 109, 7, 2
- O=c1c(-c2nnc(SCc3ccc(Cl)cc3Cl)o2)cccn1Cc1ccccc1
  ., -3, -3, 1461, 0, 5, 12*, 6, 105, -1, .
- O=C(Cn1nnc(-c2ccc(S(=O)(=O)N3CCCC3)cc2)n1)NCC1CCCO1 (configuration not stated)
  0.22, 5, -1, 1508, 1, 2, -0.7, -8, 98, 1, .
- COc1ccc(C2c3[nH]c4ccccc4c3CCN2Cc2ccoc2)c(F)c1 (configuration not stated)
  -0.0036, 7, 1, 1785, 11, -16, -0.4, -11, 118, 11, 20
- O=C(c1cccnc1Cl)N(Cc1ccccc1)Cc1ccccc1
  -0.62, -1, 9, 1723, 3, 19, 0.1, -8, 88, 5, -4
